SMARCA2 activ – activators of SMARCA2 function | MG213 cells, MMTV-luciferase reporter, dexamethasone, overnight | actives 1% (n = 370,000) | AID 652017 | activation, % at 9.1 µM; in the data active = activation above about 7.8%;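 note: 0% = vehicle wells and 100% = reference activator wells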
GC-B act – GC-B (human) receptor activation; HEK293-GC-B cells, CNP EC30, cGMP TR-FRET; 0% at EC30 CNP, 100% saturating CNP; actives 0.11% (n = 370,000); activation, % at 10 µM; AID 1920062;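 active = activation at 10 µM reaching about 35% in either raw or pattern-adjusted values, limit read from the data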
hcDAF12 agonist – H. contortus DAF-12 activation, primary screen. HEK293 hcDAF-12 lit1-tk-luc reporter, luminescence; 0% DMSO, 100% Δ7-dafachronic acid. actives 1.4% (n = 370,000). activation, % at 6.8 µM;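 active = activation above the mean of all tested compounds plus 3 SD, cut at about 5.5% in these data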;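 note: 100% = response to 3 µM Δ7-dafachronic acid high control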
NPR1 activator – GC-A (human) enzyme activation; HEK293 GC-A cells, cGMP TR-FRET, EC30 ANP; 0% at EC30 ANP, 100% saturating ANP; P16066; activation, % at 10 µM; actives 0.14% (n = 370,000); in the data active = activation above about 40%
DAX1 inh-1 – NR0B1 (DAX1) inhibition; P51843; HEK293 Gal4-DAX1 luciferase reporter, luminescence; inhibition, % at 6.75 µM; actives 0.99% (n = 340,000); AID 504766;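 active = inhibition above the mean over all tested compounds plus 3 SD, cut at about 4.2% in these data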;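 note: 0% = DAX1-transfected cells with DMSO and 100% = empty-vector control cells with DMSO; inhibition shows as a rise in luminescence from relieved DAX1 repression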
Target sequence (P51843 207-470 limits assumed): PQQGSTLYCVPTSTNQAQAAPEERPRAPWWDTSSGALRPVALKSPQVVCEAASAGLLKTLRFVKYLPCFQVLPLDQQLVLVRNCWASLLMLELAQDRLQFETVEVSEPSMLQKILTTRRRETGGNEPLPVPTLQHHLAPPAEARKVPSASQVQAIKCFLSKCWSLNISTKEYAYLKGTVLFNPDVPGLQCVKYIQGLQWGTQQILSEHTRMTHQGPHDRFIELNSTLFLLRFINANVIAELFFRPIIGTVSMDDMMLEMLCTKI
ssDAF12 agonist – activators of S. stercoralis DAF-12 nuclear receptor; HEK293 ssDAF-12/GRIP1 lit1-tk-luc reporter, luminescence; % of 3 µM dafachronic acid response; AID 652126; activation, % at 6.8 µM; actives 1% (n = 370,000);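 active = activation above the mean over all tested compounds plus 3 SD, cut at about 0.9% in these data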;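 note: 0% = DMSO-only wells and 100% = 3 µM delta7-dafachronic acid wells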
ADAM10 inh – inhibits human ADAM10. O14672. recombinant ADAM10, EDANS/DABCYL FRET peptide cleavage, 3 h. inhibition, % at 7 µM. actives 0.62% (n = 370,000). AID 720582;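 active = inhibition above a per-campaign cutoff equal to the mean of compounds falling between control-based bounds plus 3 SD, cut at about 20% in these data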;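 note: 0% = DMSO wells while the 100% control is not disclosed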
FXN GAA850 act – increases GAA850 frataxin promoter reporter activity; HEK293 lucGAA850 FXN promoter luciferase reporter, 24 h; percent of 10 µM SAHA response; activation, % at 6 µM; actives 0.56% (n = 360,000);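 active = activation above the average of all compounds screened plus 3 SD, cutoff fixed separately per campaign, cut at about 7.5% in these data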;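 note: 0% = DMSO wells and 100% = 10 µM SAHA wells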
sPLA2-III inh – Inhibits HGIII-sPLA2 liposome hydrolysis, primary screen | Q9NZ20 | QFRET BODIPY PC-A2 liposome hydrolysis, fluorescence | inhibition, % at 12.2 µM | actives 0.56% (n = 370,000) | AID 743126;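 active = inhibition above mean plus 3 SD of compounds lying within the high and low control bounds, cut at about 19% in these data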;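 note: 0% = median of test compound wells and 100% = no enzyme DMSO wells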
Target sequence (Q9NZ20 whole entry, looked up): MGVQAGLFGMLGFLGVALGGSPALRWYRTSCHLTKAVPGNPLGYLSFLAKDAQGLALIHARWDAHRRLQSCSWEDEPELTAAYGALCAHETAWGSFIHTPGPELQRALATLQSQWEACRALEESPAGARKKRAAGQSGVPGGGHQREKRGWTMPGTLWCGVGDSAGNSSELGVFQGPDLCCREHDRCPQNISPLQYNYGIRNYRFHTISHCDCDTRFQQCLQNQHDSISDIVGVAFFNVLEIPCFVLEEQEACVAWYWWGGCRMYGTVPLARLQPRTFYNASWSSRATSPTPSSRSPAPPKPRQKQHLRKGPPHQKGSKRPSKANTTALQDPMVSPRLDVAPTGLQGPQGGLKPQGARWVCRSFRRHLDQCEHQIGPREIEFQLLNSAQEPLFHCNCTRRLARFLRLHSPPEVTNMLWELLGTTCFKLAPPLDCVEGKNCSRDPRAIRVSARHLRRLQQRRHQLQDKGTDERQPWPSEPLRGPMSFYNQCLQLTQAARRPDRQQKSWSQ
hgDAF12 agonist – hgDAF-12 agonism, primary luciferase screen; actives 1.8% (n = 370,000); HEK293 GAL4-hgDAF12 UAS-luciferase reporter, agonist luminescence; normalized to butyrate control; AID 687014; activation, % at 6.8 µM;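 active = activation above a cutoff set at the mean of all screened compounds plus 3 SD, cut at about 10% in these data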;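 note: 0% = DMSO wells and 100% = sodium butyrate wells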
DAX1 inh-2 – blocks DAX1 repression of SF-1 activated StAR promoter; HEK293T StAR-luciferase reporter, SF-1/DAX-1 repression relief; inhibition, % at 6.8 µM; actives 1.1% (n = 370,000); AID 652010;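 active = inhibition above the mean over all tested compounds plus 3 SD, cut at about 3.6% in these data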;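 note: 0% = DAX-1 cells with DMSO and 100% = cells lacking DAX-1 with DMSO; higher inhibition means more luminescence from relief of DAX-1 repression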
Active calls of the source: *; i = inactive; · = not tested or not shown.

| SMILES | SMARCA2 activ | GC-B act | hcDAF12 agonist | NPR1 activator | DAX1 inh-1 | ssDAF12 agonist | ADAM10 inh | FXN GAA850 act | sPLA2-III inh | hgDAF12 agonist | DAX1 inh-2 |
| --- | --- | --- | --- | --- | --- | --- | --- | --- | --- | --- | --- |
| O=C(NCc1ccc(Cl)cc1)C(=O)NCC1OCCN1S(=O)(=O)c1cc(F)ccc1F (stereo not given) | -1 | 1 | -1.3 | 0 | 0.6 | -0.9 | 3 | -2.1 | -5 | -2.8 | -2.3 |
| O=C(Nc1nncs1)c1ccccc1NS(=O)(=O)c1cccs1 | 0 | 4 | -1.1 | 1 | 0.4 | -0.4 | i | -0.8 | -23 | 1.0 | -0.2 |
| CC(=O)OCCn1c(=O)c2cc3c(=O)n(CCOC(C)=O)c(=O)c3cc2c1=O | -4 | 0 | 1.2 | 3 | -1.3 | -0.5 | 4 | -1.7 | 0 | -0.5 | -0.5 |
| CCC(C)CCN1C(Nc2ccccc2)=NC[C@@H]1Cc1ccccc1 (stereo not given in full) | -1 | -10 | -0.6 | -6 | 0.2 | -1.2 | 4 | 1.0 | -6 | 3.8 | -0.3 |
| Cc1ccc(NC(=O)COC(=O)c2ccc(C)c(S(=O)(=O)N3CCOCC3)c2)cc1 | 0 | -2 | -0.5 | 0 | -1.2 | -0.6 | -6 | 2.1 | -8 | -1.4 | 0.4 |
| CCOC(=O)c1c(-c2ccc(F)cc2)csc1NC(=O)C1CC=CCC1C(=O)O (stereo not given) | 2 | -4 | -1.3 | -1 | -0.2 | -0.6 | -13 | 0.5 | -14 | 2.9 | -0.1 |
| CC1(C(=O)NS(=O)(=O)c2cccc(C#N)c2)CCN1C(=O)CC1CC1 (stereo not given) | 1 | 1 | -1.2 | 6 | · | -0.4 | -2 | 3.3 | 5 | -1.8 | -0.1 |
| COc1ccc(-c2cc(C(=O)N3CCN(Cc4ccccc4)CC3)no2)cc1OC | -2 | -7 | -2.2 | 5 | 0.0 | -2.0 | -1 | 0.9 | -14 | 0.1 | 0.1 |
| COc1ccccc1N1CCN(C(=O)CCS(=O)(=O)c2ccc3c(c2)oc(=O)n3C)CC1 | -1 | 0 | -0.1 | 8 | 0.0 | -1.1 | 4 | -1.2 | 5 | 2.2 | 0.6 |
| O=C(NCc1ccccc1)c1c[nH]c2ccc(S(=O)(=O)Nc3ccc4c(c3)OCCO4)cc2c1=O | -2 | -5 | -0.9 | 1 | -0.3 | -1.4 | 13 | -4.2 | -45 | -3.4 | -0.2 |
| CCOc1ccccc1-c1noc(CCCC(=O)NC2CCCCC2)n1 | -1 | -2 | -0.4 | -6 | -0.6 | -0.4 | -5 | 1.7 | 2 | -0.2 | -0.3 |
| O=C1CCC(=O)N1CNc1ccccn1 | -1 | 7 | -0.5 | 3 | 0.3 | -1.3 | -3 | -0.8 | 10 | -1.0 | -0.4 |
| Cn1c(-c2ccsc2)c(-c2cccs2)c2cc(-c3cccc4[nH]ccc34)ccc21 | 0 | -7 | -1.7 | 1 | 1.4 | -0.7 | -64 | 0.7 | 19 | 0.3 | 0.1 |
| CCN(C(=O)COC(=O)Cc1c[nH]c2ccccc12)C1CCS(=O)(=O)C1 (stereo not given) | -4 | 1 | 6.1* | 1 | -0.5 | 1.2* | 4 | -0.8 | -5 | 1.6 | -0.1 |
| COc1ccccc1N1CCN(CC(=O)N(CC(C)C)c2c(N)n(CC(C)C)c(=O)[nH]c2=O)CC1 | -3 | 2 | -0.8 | 0 | -0.8 | -1.1 | -8 | -0.2 | 4 | -2.4 | 0.0 |
| CN(C)S(=O)(=O)c1ccc(C(=O)OCCc2ccccc2)cc1 | 2 | 8 | -1.7 | 0 | 0.6 | -0.9 | 10 | 1.6 | -5 | 2.9 | 0.1 |
| c1ccc2n[nH]nc2c1 | 3 | 1 | -0.3 | 2 | 1.5 | -1.1 | 2 | -1.9 | -6 | -2.7 | 0.9 |
| COc1ccccc1/C=C1\SC(=S)N(Nc2nc(C)cc(C)n2)C1=O | 4 | 2 | -0.4 | -2 | 0.9 | -0.2 | 4 | -2.8 | -3 | -0.2 | -0.6 |
| Cc1c(Cl)cccc1NC(=O)CCS(=O)(=O)c1cccc2nonc12 | -2 | -2 | 0.8 | 4 | 0.6 | -0.6 | 6 | 0.6 | 8 | -1.1 | -0.5 |
| CCOC(=O)c1c[nH]n(-c2ccccc2)c1=O | -2 | 2 | 0.0 | 0 | 0.0 | -1.1 | 5 | 0.9 | -2 | -1.8 | 0.4 |
| O=C(Nc1ccnn1C1CCN(C(=O)c2ccc(F)cc2)CC1)C1CCOC1 (stereo not given) | -2 | 0 | 1.1 | 5 | 0.2 | -0.7 | -2 | 1.3 | 7 | 1.3 | -0.3 |
| COc1ccc(OC)c(/C=N\NC(=O)c2cc3c(ccc4ccccc43)o2)c1 | -1 | -2 | -2.7 | 25 | -0.4 | -0.7 | -157 | -0.9 | -1 | 1.0 | 0.9 |
| Cc1nc2ccccc2n1S(=O)(=O)c1ccc(Br)cc1 | -3 | -3 | -0.4 | 0 | 1.8 | -1.1 | 9 | 0.1 | -1 | 0.7 | -0.1 |
| COc1ccc(N2C(=O)c3cc4ccccc4cc3C2=O)cc1 | -1 | 0 | 2.0 | 3 | 3.8 | -0.9 | 1 | 0.0 | 0 | -0.7 | -0.3 |
| CC(C(=O)O)n1c2ccccc2c2cnn(C)c(=O)c21 (stereo not given) | -1 | -2 | 2.7 | 3 | -0.5 | -0.9 | -16 | -1.2 | -6 | 3.0 | 0.1 |
| CCOC(=O)C1CCN(C(c2cc(OC)c(OC)c(OC)c2)c2sc3nc(C)nn3c2O)CC1 (stereo not given) | 0 | 8 | -0.2 | 0 | 1.2 | -1.0 | -14 | -2.2 | 3 | -1.0 | 0.1 |
| CC1(C)NC(=O)N(CCOCCOc2c(Cl)cc(Cl)cc2Cl)C1=O | -3 | -1 | -1.5 | 0 | 1.1 | -1.1 | -3 | 3.0 | -2 | -1.2 | 0.4 |
| Cc1ccc(NS(=O)(=O)c2cccc(C(=O)NCC(c3ccco3)N3CCCC3)c2)cc1 (stereo not given) | -3 | -8 | 0.9 | -8 | -0.6 | -1.3 | -4 | -1.4 | -20 | -1.7 | -2.4 |
| O=C(/C=C/c1ccc([N+](=O)[O-])cc1)OCC(=O)N1CCCC1 | 4 | 3 | -0.8 | 0 | 1.1 | -1.1 | -8 | 0.8 | 12 | -3.7 | -1.2 |
| Cn1cc(CN2CCC(CO)(CCCc3ccccc3)CC2)c(-c2ccccc2)n1 | -2 | -8 | 0.4 | -19 | -1.2 | -1.0 | -8 | 1.1 | 2 | -1.7 | -0.1 |
| CCCCn1nc(NC(=O)CCC)c2cc3cc(OC)ccc3nc21 | -3 | 5 | 0.1 | 14 | -1.4 | -1.0 | -79 | 3.6 | 4 | -3.3 | -0.5 |
| c1ccc2c(C(c3nnnn3-c3ccc4c(c3)OCCO4)N3CCCCC3)ccnc2c1 (stereo not given) | 0 | -7 | -2.1 | 0 | · | -1.1 | 5 | · | 2 | 0.1 | 0.5 |
| CC(C)=CCN1CCN(Cc2ccc(C#CC(C)(C)O)s2)CC1CCO (stereo not given) | 1 | 1 | -2.0 | 2 | 0.7 | -1.1 | 5 | -0.5 | 0 | 2.2 | -0.1 |
| Cc1ccccc1-c1c(C)oc2cc(O)ccc2c1=O | 0 | 1 | -2.6 | 1 | -0.2 | -1.5 | i | 2.9 | -4 | 0.1 | 0.0 |
| Cc1n(Cc2ccccc2)c2cc([N+](=O)[O-])ccc2[n+]1Cc1ccccc1 | -2 | 0 | -0.2 | 8 | 0.6 | -1.7 | 5 | -1.3 | -17 | 2.0 | -0.3 |
| COc1ccccc1-n1cc(CN2CCc3onc(-c4ccc(Br)cc4)c3C2=O)nn1 | -4 | 0 | -1.9 | -4 | · | -1.8 | 3 | · | -8 | -2.9 | -1.5 |
| NCCc1nnc(SCc2c(Cl)cccc2Cl)o1 | -3 | -2 | -0.3 | 2 | 0.9 | -1.6 | 0 | 0.9 | 6 | 1.9 | 0.1 |
| Cc1ccc(NS(=O)(=O)c2c(C)nc3sccn3c2=O)cc1C | 9.6* | -9 | 0.2 | 9 | 1.0 | -1.6 | -2 | 1.7 | 0 | 1.8 | 0.2 |
| CCOc1ccc(CCNC(=O)CCc2nnc3ccc(N4CCCC4)nn23)cc1OCC | -1 | -1 | -1.1 | 3 | 2.1 | -1.7 | -12 | -1.3 | 5 | -0.2 | 0.2 |
| Cc1ccc(N(CC(=O)NCC2CCCO2)C(=O)CNS(=O)(=O)c2ccc(Cl)cc2)cc1 (stereo not given) | -1 | -2 | -0.8 | 2 | 0.4 | -0.8 | -5 | 0.7 | -2 | 0.2 | -0.5 |
| CC(Cc1nnc(N)s1)c1ccccc1 (stereo not given) | -4 | 0 | -0.3 | -3 | -1.0 | -0.5 | -14 | 1.2 | 18 | 0.1 | -0.3 |
| CN(CC(=O)Nc1cccc(F)c1)C(=O)c1cc([N+](=O)[O-])ccc1N1CCCCC1 | 3 | -9 | -0.8 | -1 | 0.2 | -0.6 | 3 | -0.8 | -4 | -0.3 | -1.1 |
| Cc1ccc(C)c(NC(=O)CNS(=O)(=O)c2ccccc2)c1 | -1 | 3 | -0.4 | -2 | -0.9 | -1.3 | 4 | 0.0 | -2 | -1.6 | -0.4 |
| COc1ccc(Cc2nc3ccc(C(=O)N(C)Cc4cc(C)[nH]n4)cc3o2)cc1OC | 0 | 5 | -3.1 | 4 | -0.1 | -1.5 | 0 | -2.0 | -10 | -0.9 | -3.4 |
| Cc1ccc(OCC(=O)N2CCCC(CCC(=O)N(C)CCc3ccccn3)C2)cc1 (stereo not given) | -1 | 2 | -0.9 | -2 | -0.9 | -0.8 | 4 | 1.5 | 3 | -1.5 | -0.8 |
| Cc1ccc(NC(=O)CC2S/C(=N/c3nccs3)N(C)C2=O)cc1C (stereo not given) | -1 | -6 | -0.9 | -2 | 1.1 | -1.2 | 5 | 2.2 | -12 | -0.8 | -0.5 |
| O=C(O)c1nc(N2CCOCC2)nc(N2CCOCC2)n1 | -2 | -1 | -2.7 | 3 | 1.4 | -1.8 | -25 | 2.4 | 2 | 2.2 | 1.2 |
| Cc1ccc(C(=O)N(C)[C@H]2C[C@H]3c4[nH]c5c(-c6ccccc6)cccc5c4CCN3C(=O)[C@H]2[C@H](C)O)cc1 | -5 | 1 | 0.7 | -3 | · | -0.9 | -195 | · | -3 | 2.9 | -0.3 |
| Cn1c(=S)[nH]c(=O)c2ncc(=O)[nH]c21 | 1 | 0 | -1.4 | 2 | -0.8 | 0.1 | 3 | 0.2 | 2 | 3.0 | -0.2 |
| OCCOCCOc1cccc2[nH]ccc12 | -1 | -3 | 2.0 | -3 | 1.6 | -1.5 | -8 | 0.1 | -6 | 1.3 | 0.2 |
| CCOc1ccc(CN=C(N)N=C(N)N)cc1Cl | -5 | -1 | -3.1 | 0 | -1.0 | -1.9 | 9 | -1.5 | 10 | -4.5 | -1.9 |
| O=C(CSc1ncccn1)NN=C1CCCCCC1 | -1 | 6 | -1.3 | 2 | 0.8 | -0.8 | -2 | 2.2 | -2 | 0.8 | 1.0 |
| O=C1N=C(N2CCN(c3ccccc3)CC2)S/C1=C/c1cccs1 | 2 | -6 | -0.5 | -4 | 1.9 | -1.4 | 8 | 2.5 | -11 | -0.8 | 0.1 |

From PubChem BioAssay
